Screens (PubChem)
KB-3-1 cytotox = kills parental KB-3-1 adenocarcinoma cells | KB-3-1 viability, CellTiter-Glo ATP luminescence, 72 h | Potency, µM (series often up to 46.1 µM), without a hit: top-dose activity change, negative = cytotoxic, actives largely listed as cytotoxic | 400,000 tested, 1.4% active; also: potency is read from the fitted curve at half-maximal effect; % is scaled to controls: 0 for no effect and ±100 for the full control effect; nearly all actives have a fitted effect of over 60% in size
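KB-3-1 cells, DMEM (no phenol red) + 10% FBS; compound by pin transfer, 72 h, 37 °C. Readout: CellTiter-Glo luminescence after 10 min. Data normalized, curve-fitted.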
IL-1B inflam inh = blocks inflammasome-driven IL-1 beta release | 360,000 tested, 4.7% active | AID 743279 | THP-1 LPS/ATP IL-1B secretion, AlphaLISA, 16 h; active compounds read low | activity change, % at 57.5 µM; in the data active = activity change below about -50%; inconclusive = mostly about -30% to -49%; also: % is scaled to controls: 0 for no effect and ±100 for the full control effect
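THP-1 cells pretreated 1 hr with compounds (up to 57.5 uM final), then stimulated with LPS (250 ng/mL final) plus ATP (1.25 mM final); secreted IL-1B measured by AlphaLISA after 16 hr, decreased signal indicating inhibition.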
MCF10A rerep = inducers of DNA re-replication in MCF 10A breast cells | MCF 10A DNA re-replication, Hoechst nuclear intensity, 48 h | Potency, µM (top dose mostly 46.1 µM), inactives show top-dose activity, positive = re-replication, hits mostly activators | 350,000 tested, 2.9% active; also: potency is read from the fitted curve at half-maximal effect; % of control where 0% means no effect; nearly all actives have a fitted effect of over 50% in size
HT1080 IDH1KD tx = HT-1080 IDH1 knockdown cell toxicity (counter line) | 360,000 tested, 2% active | HT-1080 IDH1 knockdown viability, ATP luminescence, 48 h | Potency, µM (highest dose often 46.1 µM), without a hit: at the highest dose activity, negative = toxicity, actives largely listed as cytotoxic | AID 686971;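 also: potency is read from the fitted curve at half-maximal effect; 0% = DMSO wells and -100% = cell-free medium wells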
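% activity derives from luminescence (CellTiter-Glo), normalised to DMSO and no-cell wells. HT-1080-IDH1KD cells, 750/well, had 48 h compound exposure at 37 °C.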
KB-V1 MDR tox = kills drug-selected multidrug resistant KB-V1 cells. KB-V1 MDR cells viability, CellTiter-Glo, 72 h. Potency, µM (top dose mostly 46.1 µM), without a hit: at the highest dose activity change, negative = cytotoxicity, usual class: cytotoxic. 400,000 tested, 3.4% active. AID 1347076; also: potency is read from the fitted curve at half-maximal effect; % is scaled to controls: 0 for no effect and ±100 for the full control effect; nearly all actives have a fitted effect of over 60% in size
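KB-V1, DMEM (no phenol red) + 10% FBS; cpd pin-transferred, titration series; 72 h, 37 degrees C; CellTiter-Glo, luminescence. Data normalized, curve-fit.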
GLP1R cytotox = cytotoxic in the GLP-1 receptor inverse agonist counter-screen; HEK293 cAMP-luciferase reporter cells, luminescence, 24 h; Potency, µM (titrated, usually from 38.3 µM), for the others: top-dose activity change, negative = inhibition, usual class: inhibitors; 410,000 tested, 0.13% active; AID 624418;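 also: loss of luciferase light is scored as toxicity; potency is read from the fitted curve at half-maximal effect; % is scaled to controls: 0 for no effect and ±100 for the full control effect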
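Cells in DMEM/10% Nu serum/1% pen-strep, 1536-well format. Pre-incubated 12 h, dosed with 23 nL compound, incubated a further 24 h. Luciferase detection, 12 min at room temp, luminescence.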
SW480 rereplic = inducers of DNA re-replication in SW480 colon cancer cells; SW480 DNA re-replication, Hoechst DNA content imaging, 48 h; Potency, µM (series often up to 46.1 µM), without a hit: at the top dose re-replication activation, actives largely listed as activators; 340,000 tested, 1.8% active; also: potency is read from the fitted curve at half-maximal effect; % of control where 0% means no effect; nearly all actives have a fitted effect of over 55% in size
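First, 250 cells per well were seeded. Next, compound or vehicle (23 nL) was pinned in, plates sat 48 hr at 37 C. Finally Hoechst was added for 40 min before fluorescence scanning.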
D3 ag = activates the human D3 dopamine receptor; D3R DiscoveRx beta-arrestin cells, luminescence, 90 min; AID 652048; P35462; 410,000 tested, 0.58% active; max activation, %; in the data active = max activation above about 30%; also: 0% is about no effect; mostly tested at two doses, the higher about 12 µM
Target sequence (P35462 whole entry, looked up): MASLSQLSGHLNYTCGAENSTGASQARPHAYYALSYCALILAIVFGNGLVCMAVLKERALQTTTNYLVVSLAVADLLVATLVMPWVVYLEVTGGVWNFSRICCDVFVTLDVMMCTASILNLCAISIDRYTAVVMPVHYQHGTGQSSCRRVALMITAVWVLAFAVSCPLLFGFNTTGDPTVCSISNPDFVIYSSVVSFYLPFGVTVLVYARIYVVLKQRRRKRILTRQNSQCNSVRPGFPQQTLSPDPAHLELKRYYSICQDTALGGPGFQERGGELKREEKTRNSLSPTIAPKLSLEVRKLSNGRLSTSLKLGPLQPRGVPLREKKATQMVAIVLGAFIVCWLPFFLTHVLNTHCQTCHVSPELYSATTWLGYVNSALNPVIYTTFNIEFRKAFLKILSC
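Agonist mode: compounds and dopamine controls were applied to plated cells for 90 min at 37 degrees C after an overnight attachment at 1500 cells/well. Luminescent read-out followed 30 - 60 minutes at room temperature with DiscoveRx detection reagent.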
HT1080-NT tox = kills 2HG-producing HT-1080-NT fibrosarcoma cells; Potency, µM (highest dose often 46.1 µM), for the others: top-dose activity, negative = less viability, hits mostly cytotoxic; 360,000 tested, 1.6% active; HT-1080-NT fibrosarcoma viability, CellTiter-Glo ATP luminescence, 48 h;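 also: NT is the 2HG producing partner of a matched IDH1 knockdown line; potency is read from the fitted curve at half-maximal effect; 0% = DMSO-treated cells and -100% = media-only wells without cells; nearly all actives have a fitted effect of over 55% in size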
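750 cells/well, RPMI + 5% FBS; 2 h settle, compound pin-transfer, 48 h at 37 degrees C. CellTiter-Glo 10 min RT, luminescence. Normalized to DMSO and media-only wells.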
* = called active by the depositor; ? = inconclusive; · = not tested or not shown; & = joins results of further samples; [ ] = dose if it differs, or a comment. Unless noted, calls follow the shape of the dose curve; as a rule, active = well fitted curve in the direction sought with a large enough effect; inconclusive = small, poorly fitted or top-dose-only effect, or another doubt; inactive = no such curve, though single readings can be large; an effect the other way counts as inactive or inconclusive. An excerpt; rates above refer to the full screens.

SMILES	KB-3-1 cytotox	IL-1B inflam inh	MCF10A rerep	HT1080 IDH1KD tx	KB-V1 MDR tox	GLP1R cytotox	SW480 rereplic	D3 ag	HT1080-NT tox
CCOC(=O)CC(NC(=O)C(Cc1ccc(N(CCCl)CCCl)cc1)NC(C)=O)C(=O)OCC (centres undefined)	-4%	-79*	?	?	5%	?	?	-10	?
Cc1ccc(S(=O)(=O)N(c2cc(Cl)c(O)c(Cl)c2)P(=O)(OC(C)C)OC(C)C)cc1	?	50	-25%	7%	63%	-15%	-7%	5	10%
Cc1ccsc1/C=C1\C(=O)NC(=S)N(C)C1=O	-15%	-94*	30%	-2%	-14%	-11%	?	-11	0%
CCOC(=O)C1=C(CSc2nc3ccccc3s2)NC(=O)NC1c1ccc(OC)cc1 (centres undefined)	?	-86*	5%	?	16µM*	?	-2%	23	?
O=P(Oc1ccccc1)(Oc1ccccc1)C(O)c1ccc(Cl)cc1 (centres undefined)	13%	20	0%	1%	15%	0%	-2%	0	-11%
COc1ccc(CN2C(=O)CC(=O)NC2=S)cc1	5%	-7	2%	2%	-6%	1%	-4%	7	5%
S=C1CN=C(c2ccccc2Cl)c2cc(Cl)ccc2N1	-1%	11	16%	-6%	-7%	?	3%	2	-5%
c1ccc2c3c([nH]c2c1)C1(CCNCC1)NCC3	-5%	-25	7%	-4%	22%	-1%	-10%	1	-1%
Oc1ccc(CC2CC3CCN2CC3)cc1O (centres undefined)	14%	21	7%	12%	-7%	1%	13%	9	7%
Cc1ccc2c(c1)CC1(CN2C)C(=O)NC(=O)N(CCc2ccccc2)C1=O (centres undefined)	0%	3	7%	-1%	-3%	-9%	-7%	0	-3%
CN1CCc2nc(SCc3ccccc3Br)c(C#N)cc2C1	-1%	-17	?	1%	?	41%[activator]	-44%[inhibitor]	-11	-8%
COc1ccc(C(C)=O)cc1COC(=O)c1ccc2ccccc2n1	5%	30	-35%[inhibitor]	5%	-6%	-15%	2%	-1	9%
CCn1cc(C(=O)OCC(=O)c2cc(C)n(-c3ccccc3F)c2C)c(=O)c2ccc(C)nc21	11%	?	7%	-19%	-13%	?	-5%	-21	?
CN1CCN(S(=O)(=O)c2cnc(Cl)c(Br)c2)CC1	-12%	-97*	?	1%	4%	-8%	?	-1	5%
C=CCNC(=S)N1Cc2ccccc2-n2nncc2C1	-4%	29	·	6%	?	-1%	·	-5	-5%
CCCCCn1c(=O)c(C(=O)Nc2ccccc2C)c(O)c2ccccc21	-14%	20	-2%	9%	4%	14%	-7%	-4	18%
COC(=O)C1=C(c2ccccc2OCc2ccccc2)C[C@@H]2CC[C@H]1N2C(=O)NCc1ccccc1	?	-21	?	-24%	-24%	2%	-5%	-12	-20%
Nc1c(C(=O)Nc2ccc(Br)cc2F)sc2nc3c(cc12)N1CCC3CC1	?	·	·	·	?	15%	·	5	·
COc1cc(N2CCOCC2)ccc1C=C1C(=O)NC(=O)NC1=O	-1%	-7	0%	3%	4%	-10%	-3%	-1	2%
Cc1ccc2c(c1)C1CN(C)CCC1N2C(=O)Nc1cccc(Cl)c1 (centres undefined)	?	-53*	8%	-15%	?	-28%	14%	-56	-21%[9.24 µM]
Cc1ccc(-c2nnc(Sc3nc4ccccc4o3)c3ccccc23)cc1	0%	16	8.2µM*	11µM*	-12%	?	?	-33	?
CN1CCc2nc(SCC(=O)OC(C)(C)C)c(C#N)cc2C1	7%	-20	?	-1%	-11%	26%	14%	2	4%
CC1=C(C/C(C)=C/c2ccccc2)/C(=C/CO)[C@H](O)[C@](C)(O)C12CC2	13%	-15	11%	17%	0%	4%	-2%	1	18%
COc1ccc(/C=C/C=C2C(=O)NC(=S)NC2=O)cc1	?	?	5.8µM*	-4%	?	-14%	16µM*	0	2%
Cc1ccc(S(=O)(=O)CC(C)(O)C(=O)Nc2cccc(C(F)(F)F)c2)cc1 (centres undefined)	-19%	-2	-8%	?	0%	0%	4%	-7	2%
CCc1ccc(C(O)(CC(C)C)C(CN2CCOCC2)c2ccccc2)cc1 (centres undefined)	?	-7	6%	-21%	?	?	3%	-1	-19%
CCCOc1c(Br)cc(C2C3=C(CCCC3=O)N(CC)C3=C2C(=O)CCC3)cc1OC	-33%	17	?	?	-10%	211%[activator]	16µM*	17	-21%
CCOC(=O)c1ccc(N2C(=O)c3[nH]nc(-c4ccccc4)c3C2c2ccc(CC)cc2)cc1 (centres undefined)	?	·	·	·	23µM*	?	·	3	·
c1ccc(-c2[nH]c(-c3ccccc3)[n+](CC3CO3)c2-c2ccccc2)cc1 (centres undefined)	?	-56*	13µM*	-23%	?	?	·	-7	-25%
O=C(Cc1ccccc1)N1CCN(C/C=C/c2ccccc2)CC1	5%	-12	3%	1%	1%	9%	1%[9.22 µM]	-10	0%
COc1cc(CN2CCN(C(=O)Cc3ccccc3)CC2)cc(OC)c1OC	15%	3	-2%	13%	8%	108%[activator]	-3%	3	18%
CCCc1nc(SC)ncc1C(=O)Nc1ccc(Cl)cc1C(=O)c1ccccc1	3%	·	·	·	0%	0%	·	9	·
CC1C2Cn3c(nc4ccccc43)C1N(C)O2 (centres undefined)	?	32	3%	8%	10%	1%	-90%[inhibitor][9.22 µM]	11	9%
COc1cc(NC(=O)c2cccs2)c(C(=O)OCC(=O)NCc2ccco2)cc1OC	-3%	-21	?	-3%	0%	?	-4%	4	4%
CC1CCC(C(C)C)C(OC(=O)COC(=O)c2ccccc2N)C1 (centres undefined)	1%	0	?	-3%	-35%	1%	-94%[inhibitor]	1	-9%
O=c1[nH]c(=O)n(-c2cccc3ccccc23)c(O)c1C=NCc1ccc2c(c1)OCO2	2%	0	1%	-9%	-33%	-13%	-7%	-1	-17%
CN1CC(C(=O)c2ccc(Cl)cc2)C(c2ccccc2)C1 (centres undefined)	-5%	-9	7%	1%	0%	0%	6%	2	-13%
COC(=O)C1=C(c2ccc(C(C)=O)cc2)C[C@@H]2CC[C@H]1N2C(=O)N1CCCCC1	0%	-1	-11%	4%	-9%	-11%	2%	3	3%
CN(C)CCn1cnc2ccccc21	4%	17	10%	9%	17%	-4%	2%	17	3%
COc1ccc(-c2nc3ccc(C(=O)N4CCC5(CC4)OCCO5)cc3nc2-c2ccc(OC)cc2)cc1	-22%	-5	?	-1%	-1%	223%[activator]	23µM*	4	-11%

3 of the compounds above, with bars between the fields:
structure | KB-3-1 cytotox | IL-1B inflam inh | MCF10A rerep | HT1080 IDH1KD tx | KB-V1 MDR tox | GLP1R cytotox | SW480 rereplic | D3 ag | HT1080-NT tox
CC1C2Cn3c(nc4ccccc43)C1N(C)O2 (centres undefined) | ? | 32 | 3% | 8% | 10% | 1% | -90%[inhibitor][9.22 µM] | 11 | 9%
COc1cc(NC(=O)c2cccs2)c(C(=O)OCC(=O)NCc2ccco2)cc1OC | -3% | -21 | ? | -3% | 0% | ? | -4% | 4 | 4%
CC1CCC(C(C)C)C(OC(=O)COC(=O)c2ccccc2N)C1 (centres undefined) | 1% | 0 | ? | -3% | -35% | 1% | -94%[inhibitor] | 1 | -9%

Carrying on:
SMILES	KB-3-1 cytotox	IL-1B inflam inh	MCF10A rerep	HT1080 IDH1KD tx	KB-V1 MDR tox	GLP1R cytotox	SW480 rereplic	D3 ag	HT1080-NT tox
COc1ccc(NP(=O)(Oc2cccc(C)c2)Oc2cccc(C)c2)cc1OC	?	0	4%	1%	?	-24%	0%	-13	-9%
NC(=O)c1cc([N+](=O)[O-])cc([N+](=O)[O-])c1	0%	27	3%&-1%	-2%	2%	3%	?	3&13	?
C=CC1CN2CCC1CC2[C@@H](OC(=O)c1ccc(OC)cc1)c1ccnc2ccccc12 (some centres undefined)	-7%	?	21%	?	-14%	-20%	5%	-6	?
CN1CCN(Cc2ccc(OC(F)(F)F)cc2)CC1	-11%	27	1%	11%	9%	-11%	5%	-12	18%
CC(=O)C1CCC2C3CCC4CC(O)CCC4(C)C3C(=O)CC12C (centres undefined)	-19%	27	-2%	8%	-3%	-2%	3%	-3	-1%
CNC(=O)c1cccn(Cc2cc(C(F)(F)F)cc(C(F)(F)F)c2)c1=O	?	49	?	?	?	-3%[7.66 µM]	-3%	7	?
CC/C(=N\N1CCN(C)CC1)c1c(O)[nH]c(=O)[nH]c1=O	11%	9	-2%	9%	-21%	1%	1%	-5	11%
CCCCCCn1c(O)c(C=NCCCn2ccnc2)c(=O)[nH]c1=O	0%	20	21%	2%	?	-5%	3%	-2	2%
COc1ccccc1Oc1c(C)oc2cc(OC(=O)N(C)C)ccc2c1=O	2%	-27	5%	-6%	-3%	-7%	-14%	1	-2%
CN1C(=O)CC(c2ccccc2)Nc2ccccc21 (centres undefined)	?	39	0%	3%	?	18%	-7%	1	7%
Cc1ccc(NC(=O)Cn2c(=O)oc3ccccc32)cc1C	12%&-6%	-8	0%	10%	12%&-27%	-7%&-15%	?	1&3	12%
Cc1ccc(OCC(=O)Nc2ccc(Cl)cc2C(=O)c2ccccc2)cc1	5%	0	-2%	7%	?	2%&5%	·	6&5	16%
COC(=O)C1=C(c2cccc(OCc3ccccc3)c2)C[C@@H]2CC[C@H]1N2C(=O)NCc1ccccc1OC	-22%	?	?	-12%	-21%	9%	2%	-20	-6%
C[C@]12CCC3C(CC[C@H]4C[C@H](O)CC[C@]34C)C1C[C@H](O)[C@@H]2O (some centres undefined)	-3%	26	1%	6%	0%	5%	-13%	-3	0%
CCOc1ccc(Br)c(C2(O)CC(C)N(C)CC2C)c1 (centres undefined)	9%	?	0%	-4%	-4%	12%	-3%	-8	-8%
COc1cc2nc(Nc3cccc(F)c3)nc(N)c2cc1OC	-13%&4%	·	?	?	?	?	1%	0&5	?
Cc1cccc(-n2c(C)nc3ccc(Cl)cc3c2=O)c1	-2%	-1	11%	-14%	-15%	10%	0%	8	-17%
